# Pf Dd2 growth: Plasmodium falciparum Dd2 growth inhibition. AID 1347417. Potency, µM (highest dose often 28.9 µM), for the others: at the highest dose activity, negative = inhibition, most hits filed as inhibitors. P. falciparum Dd2 growth, SYBR Green, 72 h. actives 4.3% (n = 120,000); active = well fitted inhibition curve with a large enough effect; inconclusive = small, poorly fitted or top-dose-only effect; inactive = no such curve, though single readings can be large or run the other way;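 note: plate controls were DMSO vehicle for no effect and reference drug for full effect; nearly all actives have a fitted effect of over 65% in size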
#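 Infected erythrocytes (Dd2, 0.3% parasitemia, 2.5% hematocrit final) are added to compound in RPMI-1640/Albumax II medium, grown 72 h at 37C in low oxygen, then lysed with saponin/Triton-X containing SYBR Green and read by fluorescence.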
# The depositor's hits bear a star; i = inactive; ? = inconclusive; [ ] = dose if it differs, or a comment. Potency is the fitted concentration of half-maximal effect. This is a subset, so the mix of outcomes need not match the whole.
SMILES,Pf Dd2 growth
CC(C)C1CN(C(=O)C(=O)c2ccco2)CCC(=O)N1CC1CC1 (stereo unspecified),-1%
Cc1cccnc1NC(=O)Cn1nc2c(cc1=O)CCCCC2,14%
CN1CCC(OC2CCN(C(=O)c3cccc(F)c3)CC2)CC1,20%
Fc1ccc(-c2cc(-c3nc(-c4cccc(Cl)c4)no3)[nH]n2)cc1,-5%
CN1CCC2(CCC1=O)CN(C(=O)Cn1cccnc1=O)CCN2C (stereo unspecified),-5%
Cc1ccc(-n2nc(C)c3c(C(=O)Nc4ccccc4C(F)(F)F)cc(C)nc32)cc1,-13%
CCOc1ccc(C(=O)N2CCC([C@@H]3CNC[C@H]3CO)CC2)cc1OCC,-8%
O=C(CC[C@@H]1CNC(=O)[C@@H]2C[C@H](NCc3ccc(CO)o3)CN12)NCc1ccccc1,15%[44.1 µM]
Cc1oc2ncn(CC(C)C)c(=O)c2c1C(=O)NCCCN(Cc1ccccc1)C(C)C,?
CCOCc1nc(C2CCCN2S(=O)(=O)c2cccnc2)no1 (stereo unspecified),-7%
CC(C)CCN1CCC(N2CCN(S(=O)(=O)c3ccc(F)cc3)CC2)C1=O (stereo unspecified),-16%
CC(C)c1ccc(NC(=O)C(Cc2ccccc2)n2cccc2)cc1 (stereo unspecified),i
Cc1ccc(C(=O)Nc2c(C(=O)NCc3ccc(Cl)cc3)sc3nc(C)cc(C)c23)cc1,?
CN(CC(=O)NCc1ccc(F)cc1)S(=O)(=O)c1ccc2[nH]c3c(c2c1)CCCC3,i
CCc1ccc(NC(=O)Cn2c(N3CCN(c4ccccc4)CC3)nc(C)cc2=O)cc1,i
CCCn1c(CCC(=O)Nc2cc(Cl)c(OC)cc2OC)nc2cccnc21,81%[activator][5.79 µM]
CCCCNC(=O)Cc1csc2nc(C)c(-c3cc(C)n(-c4ccc(C)cc4)n3)c(=O)n12,-8%
O=C1NC2(Cc3ccccc31)CN([S+](=O)([O-])c1ccccc1)C2,?
COc1ccc(-c2nnc3n2CCN([S+](=O)([O-])c2cccs2)C3)cc1,-26%
COCCn1c2c(c(=O)n1-c1ccccc1)CCN(Cc1cccc(C#N)c1)C2,i
CCOC(=O)C1CCCN(C(=O)c2ccc3c(c2)N(Cc2ccccc2)C(=O)c2ccccc2S3=O)C1 (stereo unspecified),i
CCCN(CCC)CCNC(=O)c1cc(-c2ccc(Br)s2)nc2ccccc12,?
COc1cccc(N2CCN(C(=O)CCc3c(C)nc4c(c3C)c(=O)n(C)c(=O)n4C)CC2)c1,12%
CC(=O)c1cccc(NS(=O)(=O)c2ccc3[nH]c4c(c3c2)CCCCC4)c1,4%
O=C(N1CC[C@@H](c2ccc3ccccc3c2)[C@H](O)C1)C1(Cn2ccnc2)CC1,-10%
O=C1C[C@@H]2CCN(C(=O)NCc3ccccc3)C[C@@H]2CCN1CCN1CCNC1=O,-29%[44.1 µM]
Cc1ccsc1C(=O)N1CCC2(CC1)NC(=O)N(c1ccccc1)N2,43%[activator]
O=[S+]1([O-])NCC2(CCN(Cc3ccoc3)C2)Oc2ncccc21 (stereo unspecified),-20%
CC(C)OCCCNC(=O)CCCn1c(SCC(=O)c2ccc(F)cc2)nc2c(sc3ccccc32)c1=O,-8%
Cc1noc(-c2ccc(OC3CN(C(=O)NCc4ccccc4)C3)cc2)n1,12%[5.79 µM]
COc1ccc(-n2nc(C(=O)N(C)c3cc(C)ccc3C)c3c4ccccc4n(C)c3c2=O)cc1Cl,22%
Fc1ccc(CNCc2cccnc2N2CCN(c3ccccn3)CC2)cc1F,5µM*
O=C(NC[C@H]1COCc2nc3cc(F)ccc3n21)c1ccc2c(c1)OCO2,i
Fc1ccc2nc(CO[C@H]3CN(Cc4ccc5ccccc5n4)C[C@H]3F)[nH]c2c1,?
Cc1cccc(NC(=O)C2CC(=O)N(c3n[nH]c4ccccc34)C2)n1 (stereo unspecified),-3%
CC(C)NC(=O)c1cc(-c2ccc(Cl)cc2Cl)nc2c1cnn2C,5%
COc1ccc(OCc2nc(C)c(CCO)c(=O)n2CC(=O)Nc2ccccc2C)cc1,0%
Oc1c(Br)cc(Br)cc1-c1nc2ccccc2s1,12%
COc1ccc(-c2n[nH]c3c2C(c2ccc(O)cc2)N(c2ccc(Br)cc2)C3=O)cc1 (stereo unspecified),?
O=C(c1cccnc1OC1CCN(C(=O)C2CC2)C1)N1CCCCC1 (stereo unspecified),?
CCc1cccc(Nc2ncncc2-c2nc(-c3ccccc3)no2)c1,-6%
COCCN1CCC2(C1)CN(C)c1ccc(C(=O)NCC3CC3)cc12 (stereo unspecified),16%[44.1 µM]
CN(CC1CCOC1)S(=O)(=O)c1cccs1 (stereo unspecified),49%[5.79 µM]
COc1ccc(CNc2nc(-c3ccco3)nn2C(=O)c2ccccc2C)cc1,36%[activator]
O=C(CN1C(=O)CCc2cc(S(=O)(=O)N3CCOCC3)ccc21)NCc1ccccc1,i
COc1ccccc1NC(=O)CCn1nc(-c2ccccc2)c2ccccc2c1=O,?
Cc1cc(Cl)ccc1NC(=O)C1CCCN1S(=O)(=O)c1ccc2c(c1)CCCC(=O)N2 (stereo unspecified),28%
CCOC(=O)c1cccc(Nc2c3c(nc4ccccc24)CCC3)c1,10µM*
CCc1ccc(NC(=O)C2CCC(CNS(=O)(=O)c3ccc4c(c3)CC(C)N4C(C)=O)CC2)cc1 (stereo unspecified),10µM*
CCOC(=O)CC(NC(=O)CCc1c(C)nc2c(-c3ccccc3)c(C)nn2c1C)c1ccc(C)cc1 (stereo unspecified),-26%
O=C(NCc1cccs1)c1cc2n(n1)CC(c1ccc(Cl)cc1)OC2 (stereo unspecified),-21%
CCOc1ccc(CNC(=O)c2ccc3c(c2)c(C)c(C)n3Cc2ccccc2)cc1OC,3%
CCOc1ccc(N2CC(c3nc4ccccc4n3Cc3cccc(Cl)c3)CC2=O)cc1 (stereo unspecified),?
CCCCCNC(=O)c1ccc2c(c1)ncn2-c1cccc(C)c1,?
Cc1ccc(NS(=O)(=O)c2c(C(=O)N3CCC(C)CC3)c(C)n(C)c2C)cc1Cl,43%[activator]
Cc1ccc(CN2CCCC(c3nc(-c4cccnc4)no3)CCNC(=O)CC2)s1 (stereo unspecified),?
COc1ccc(C2CC(=O)c3cc(-c4nc(-c5cccc([N+](=O)[O-])c5)cs4)c(=O)n(-c4ccccc4N)c3C2)cc1 (stereo unspecified),?
COc1cccc(C(=O)N2CCC(N(C)C3CCOCC3)CC2)c1,?
CN1Cc2ccc(N3CCOCC3)nc2C(C)(C(=O)NCCCn2ccnc2)C1 (stereo unspecified),i
COc1ccccc1CNC(=O)CC(c1ccc(C)cc1)N1Cc2ccccc2C1=O (stereo unspecified),i
# Other results:
SMILES,Pf Dd2 growth
CC(C)C(=O)Nc1ccc(C2(C(=O)N3CCN(c4ccccn4)CC3)CCCCC2)cc1,?
CC1=NS(=O)(=O)N(Cc2ccccc2)C=C1C(=O)OCc1noc(-c2ccccc2C)n1,i
N#Cc1ccc(-c2nc(C(=O)NC3CCCCCC3)no2)cc1,-8%
O=C(NCCC1=CCCCC1)c1ccc2c(c1)N(Cc1cccc(Cl)c1)C(=O)c1ccccc1S2(=O)=O,?
COc1ncccc1-c1nccn2c(C3CN(Cc4c[nH]c5ccccc45)C3)ncc12,3.5µM*
COc1ccc(-c2nc(-c3nnn4c3COC(c3ccccc3Cl)C4)no2)cc1F (stereo unspecified),i
Cn1cc([C@@H](NC(=O)CCc2ccsc2)C2CC(O)C2)cn1 (stereo partly specified),-9%
CC(=O)Nc1ccc(S(=O)(=O)N[C@H]2CO[C@H]3[C@@H]2OC[C@H]3OC(=O)Nc2ccc(Oc3ccccc3)cc2)cc1,6.3µM*
O=[S+]1([O-])NCC2(CCCN(Cc3ccc(F)cc3)C2)Oc2ncccc21 (stereo unspecified),-27%
Cc1cnc(CCNS(=O)(=O)Cc2ccccc2F)n1C(C)C,?
CC(=O)Nc1cccc(NC(=O)CSc2cn(CC(=O)N3CCCCCC3)c3ccccc23)c1,-16%
CCc1ccc(NC(=O)CSc2nccn2-c2cccc(C)c2C)cc1,24%

# Compounds above that have a Cl atom:
SMILES,Pf Dd2 growth
Fc1ccc(-c2cc(-c3nc(-c4cccc(Cl)c4)no3)[nH]n2)cc1,-5%
Cc1ccc(C(=O)Nc2c(C(=O)NCc3ccc(Cl)cc3)sc3nc(C)cc(C)c23)cc1,?
CCCn1c(CCC(=O)Nc2cc(Cl)c(OC)cc2OC)nc2cccnc21,81%[activator][5.79 µM]
COc1ccc(-n2nc(C(=O)N(C)c3cc(C)ccc3C)c3c4ccccc4n(C)c3c2=O)cc1Cl,22%
CC(C)NC(=O)c1cc(-c2ccc(Cl)cc2Cl)nc2c1cnn2C,5%
Cc1cc(Cl)ccc1NC(=O)C1CCCN1S(=O)(=O)c1ccc2c(c1)CCCC(=O)N2 (stereo unspecified),28%
O=C(NCc1cccs1)c1cc2n(n1)CC(c1ccc(Cl)cc1)OC2 (stereo unspecified),-21%
CCOc1ccc(N2CC(c3nc4ccccc4n3Cc3cccc(Cl)c3)CC2=O)cc1 (stereo unspecified),?
Cc1ccc(NS(=O)(=O)c2c(C(=O)N3CCC(C)CC3)c(C)n(C)c2C)cc1Cl,43%[activator]
O=C(NCCC1=CCCCC1)c1ccc2c(c1)N(Cc1cccc(Cl)c1)C(=O)c1ccccc1S2(=O)=O,?
COc1ccc(-c2nc(-c3nnn4c3COC(c3ccccc3Cl)C4)no2)cc1F (stereo unspecified),i

# (further entries)
SMILES,Pf Dd2 growth
CCC(=O)N1CCCCC1c1nc(-c2ccncc2)n[nH]1 (stereo unspecified),-12%
Cc1nc(CC2CCN(c3nccc(-c4cccnc4)n3)CC2)no1,-12%
CC1(C)[C@H](Cc2cc(COc3ccccc3)on2)C[C@@H]1NC1CCC1,11µM*
CNC(=O)C(C)(C)N1CCC[C@H]1C(=O)NCCc1ccccc1,-11%[44.1 µM]
O=C(C1CCCC1)N1CCCCCC1CN1CCOCC1 (stereo unspecified),i
O=c1oc2ccccc2cc1-c1nc(-c2cccs2)no1,25%
CCS(=O)(=O)Nc1ccc(C2(C(=O)NC3CCCC3)CCC2)cc1,0%
COCCc1noc(-c2ccccc2OC2CN(C(=O)C(C)C)C2)n1,3.2µM*
O=c1[nH]nc2n1CCN(Cc1ccc(F)cc1Cl)CC2,14%
COc1cccc(F)c1-c1ccc(COc2ccc3c(cnn3CCC(=O)O)c2)cc1,-20%[44.1 µM]
O=C(NC1CC1)c1ccccc1OCC1CCCN(C(=O)C2CCCC2)C1 (stereo unspecified),?
Cc1nc(C)c(C(=O)N2[C@@H]3CC[C@H]2CC(NC(=O)c2ccc(F)cc2)C3)s1 (stereo partly specified),-23%
CCOCC(=O)N1C[C@@H](Oc2ccccc2)C[C@H]1C(=O)N1CCOCC1,14%
CS(=O)(=O)N1C[C@H]2CCN(C(=O)c3cc[nH]c(=O)c3)C[C@H]21,13%
Cc1ccc(C(c2cccc(Br)c2)c2c(C)[nH]c3ccccc23)s1 (stereo unspecified),?
COc1cccc(CNC(=O)Cn2c(=O)oc3cc(S(=O)(=O)N4CCCCCC4)ccc32)c1,?
COCCN1C[C@H]2CN(Cc3ccncc3F)CCN2C1=O,-5%[44.1 µM]
COC[C@@H]1CN(Cc2cccc(C(F)(F)F)c2)C[C@H]1C(=O)NC1CC1,?
O=C(NCC1CCN(c2cc(-c3ccccc3)[nH]n2)CC1)c1ccc[nH]1,-25%
CCOC(=O)c1ccc(-c2ccc(/C=C(\C#N)C(=O)Nc3ccc(OCC)cc3)o2)cc1,-18%
O=C(Cc1c(F)cccc1Cl)N1CCN(c2cc(-c3ccccc3)[nH]n2)CC1,-2%
COc1cccc(CC(=O)N2CCC3(CC2)NC(=O)N(c2cccc(F)c2)N3)c1,-16%
Cn1cccc1C(=O)N1CCCC(c2nnnn2C)C1 (stereo unspecified),4%
CCOc1ccc2c(C)c(C(=O)N3CC[C@](C)(O)[C@H](C)C3)oc2c1OCC,-17%
Cc1oncc1S(=O)(=O)N1C[C@H](CO)C[C@H](CN2CCCC2)C1,-8%
Cc1cccc(Cn2c(=O)n(Cc3ccc4c(c3)OCO4)c(=O)c3oc4ccccc4c32)c1,-14%
COCCCN1CCC(CNc2ncncn2)C1 (stereo unspecified),7%
C=CCNC(=O)N[C@H]1CO[C@H]2[C@@H]1OC[C@H]2OC(=O)Nc1cccc(C(C)=O)c1,-19%[44.1 µM]
Cc1ncoc1C(=O)N1CCC(c2noc(-c3cccnc3)n2)C1 (stereo unspecified),49%[activator][5.79 µM]
COCCCN1CCC(CNc2nccc(-c3cnn(C)c3)n2)C1 (stereo unspecified),-2%
CCc1ccc(CNC(=O)c2cnc3sc(N4CCCC4)nn3c2=O)cc1,i
O=C(NCC1CC1)C1(CCO)CC12CCOCC2 (stereo unspecified),16%
Cc1cccc(C(=O)N2C[C@@H](COc3ccccc3)[C@H](C(N)=O)C2)c1,-12%
COc1ccc2[nH]c3c(c2c1)CCNC31CCNCC1,-14%
Cc1ccc(C(=O)N2CC[C@H](c3n[nH]c(C)n3)[C@H](NC(=O)C3CCOCC3)C2)cc1,-2%
O=C(NCc1ccccc1)N1CC[C@H](c2nc3ccc(F)cc3[nH]2)C1,i
COc1cccc(C(=O)NCCC2CCN(C(=O)Nc3ccc(C)cc3)CC2)c1,i

# From PubChem
